# hIAP block = human IAP inhibitors, primary screen, biochemical, luminescence, uHTS; Intestinal-type alkaline phosphatase (Homo sapiens), P09923; purified IAP, CDP-Star luminescence, 30 min; inhibition, % at 10 µM; 330,000 compounds, 0.12% hits; AID 2544, 2010;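 active means inhibition reaching a set limit with compound at 10 µM in the primary screen, cut at about 35% in these data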;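 further: plate controls were DMSO wells with enzyme for no effect and no-enzyme buffer wells for full effect; values of inactives mirror those of a sister screen read the other way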
# HKDC1 inh = HKDC1 hexokinase inhibitors, primary screen, biochemical, fluorescence, uHTS. recombinant HKDC1, G6PDH/diaphorase resazurin coupled fluorescence. inhibition, % at 20 µM. 340,000 compounds, 0.16% hits. AID 493160, 2011;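 active means inhibition above about 35% when tested at 20 µM, limit read from the data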;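 further: plate controls were DMSO wells with enzyme for no effect and DMSO wells lacking enzyme for full effect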
#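 Test system: recombinant HKDC1 (HK5) hexokinase enzyme, produced in-house; Amount: enzyme 5 µg/mL final; Buffer or medium: Tris pH 8.0 buffer with MgCl2, Tween-20, BSA, BME; Reagent: glucose and ATP substrates; Doses: 20 µM test compound, 1% DMSO; Incubation: 90 min reaction incubation at room temperature, dark; Detection: resorufin fluorescence at 613 nm.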
# mIAP activ = activators of mouse IAP, primary screen, biochemical, luminescence, uHTS | muIAP, CDP-Star luminescence, 30 min; hits give high values; 1 = vehicle-only enzyme signal, 0 = enzyme-free wells | activation factor at 10 µM | 330,000 compounds, 0.24% hits;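 active means activation factor of at least 2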; further: the source names both 10 and 20 µM as test concentration; values of inactives mirror those of a sister screen read the other way
#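 System: mouse IAP enzyme. Reagent: CDP-Star chemiluminescent phosphatase substrate. Benchmarks: DMSO wells, no-enzyme wells. Times: 30 min enzyme-substrate-compound incubation at room temperature. Detection: luminescence from enzymatic CDP-Star hydrolysis. Doses: test compounds delivered from DMSO solution.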
# mIAP inh = inhibitors of mouse IAP, primary screen, biochemical, luminescence, uHTS. intestinal alkaline phosphatase [Mus musculus]. purified mouse IAP, CDP-Star luminescence, 30 min. inhibition, % at 10 µM. 330,000 compounds, 0.2% hits;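 active means inhibition of at least 40% at 10 µM in the primary screen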;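 further: plate controls were DMSO with enzyme for no effect and no enzyme wells for full effect; values of inactives mirror those of a sister screen read the other way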
# ATG4B inh = ATG4B protease inhibitors, primary screen, biochemical, fluorescence, uHTS; inhibition, % at 8.33 µM; ATG4B cleavage of LC3-PLA2, NBD-HPC fluorescence, 1 h; 340,000 compounds, 0.51% hits; Cysteine protease ATG4B (Homo sapiens), Q9Y4P1; in the data active means inhibition above about 40%
# Target sequence (Q9Y4P1 whole entry, looked up): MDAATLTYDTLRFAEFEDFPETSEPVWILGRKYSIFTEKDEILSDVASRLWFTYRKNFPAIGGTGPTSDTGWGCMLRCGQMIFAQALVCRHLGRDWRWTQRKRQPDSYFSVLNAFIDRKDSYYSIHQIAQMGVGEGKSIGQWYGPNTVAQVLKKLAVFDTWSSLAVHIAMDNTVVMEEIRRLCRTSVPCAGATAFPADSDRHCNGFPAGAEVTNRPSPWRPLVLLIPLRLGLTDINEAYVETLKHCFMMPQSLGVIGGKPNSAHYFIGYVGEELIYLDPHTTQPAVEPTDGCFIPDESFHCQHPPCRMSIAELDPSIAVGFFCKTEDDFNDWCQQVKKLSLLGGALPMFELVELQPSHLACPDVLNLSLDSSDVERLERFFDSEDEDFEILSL
# A3A deaminase = APOBEC3A ssDNA deaminase inhibitors, primary screen, selectivity assay for APOBEC3G inhibitor project, biochemical, FAM/TAMRA oligo cleavage fluorescence; 330,000 compounds, 0.41% hits; inhibition, % at 20 µM; AID 493011, 2011; recombinant A3A, FAM/TAMRA ssDNA deamination fluorescence;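 active means at least 40% inhibition at 20 µM here, with at most 30% in a related deaminase screen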;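 further: plate controls were A3A with DMSO for no effect and wells lacking A3A enzyme for full effect; some results filed as inactive read as strong as hits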
# Target sequence (P31941 whole entry, looked up): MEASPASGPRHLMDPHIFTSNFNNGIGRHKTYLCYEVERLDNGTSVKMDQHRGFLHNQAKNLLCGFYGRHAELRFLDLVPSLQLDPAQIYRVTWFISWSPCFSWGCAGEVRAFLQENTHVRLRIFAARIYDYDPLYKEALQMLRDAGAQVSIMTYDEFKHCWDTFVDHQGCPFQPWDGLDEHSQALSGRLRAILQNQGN
# hIAP activ = human IAP activators, primary screen, biochemical, luminescence, uHTS | Intestinal-type alkaline phosphatase (Homo sapiens), P09923 | purified human IAP, CDP-Star luminescence, 30 min; hits give high values; 1 = vehicle-only enzyme, 0 = enzyme-free background | activation factor at 10 µM | 330,000 compounds, 0.16% hits;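 active means activation factor of the enzyme at least 2-fold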; further: the source names both 10 and 20 µM as test concentration; values of inactives mirror those of a sister screen read the other way
# PfGluPho inh = PfG6PD enzyme inhibitors, primary screen, biochemical, fluorescence intensity, uHTS; PfGluPho enzyme, NADPH resazurin-diaphorase fluorescence; inhibition, % at 20 µM; 350,000 compounds, 0.78% hits; AID 504690, 2011;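 active means inhibition reaching at least a set limit at 20 µM in the primary screen, cut at about 59% in these data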;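 further: 0% = DMSO wells with substrate and 100% = DMSO wells lacking glucose-6-phosphate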
# The depositor's hits bear a star; nt = not tested or not shown.
no.	mol	hIAP block	HKDC1 inh	mIAP activ	mIAP inh	ATG4B inh	A3A deaminase	hIAP activ	PfGluPho inh
1	COCC(=O)N(Cc1nc2ccccc2c(=O)[nH]1)Cc1cccs1	4	-1	1.2	-17	-12	-1	0.96	5
2	Fc1ccc(Nc2nc(-c3cccnc3)cs2)cc1	-6	-2	1.1	-9	-5	5	1.1	13
3	O=C(COC(=O)c1ccc(F)cc1F)Nc1cccc(S(=O)(=O)N2CCOCC2)c1	-13	-6	1	-1	-15	-2	1.1	6
4	O=C(Nc1nc2ccsc2c(=O)s1)c1ccc(F)cc1Cl	-15	-2	1.1	-12	0	4	1.2	-3
5	O=C(COC(=O)CCC(=O)c1ccc(Cl)cc1)NCC1CCCO1 (stereo not given)	-2	-9	1.2	-18	5	5	1	-16
6	O=C(Nc1ccc(OC(F)F)c(Cl)c1)C(c1ccccc1)c1ccccc1	-13	2	1.5	-54	11	0	1.1	22
7	COc1ccc(S(=O)(=O)NCCC(=O)N2CCCC2)cc1N(C)S(C)(=O)=O	5	-6	0.97	3	-7	0	0.95	-11
8	CCCc1cc(=O)[nH]c(SCCCCN2C(=O)c3ccccc3C2=O)n1	-15	-8	0.96	4	1	-1	1.1	46
9	Cn1nc2c(c1C(=O)O)CCCC2	-8	0	1	-4	-12	32	1.1	-14
10	CCCCn1nnnc1SCC(=O)N1CCOCC1	20	-5	1.1	-10	0	-4	0.81	-2
11	Cc1c(NC(=O)C(C)OC(=O)c2ccccc2O)c(=O)n(-c2ccccc2)n1C (stereo not given)	-6	-5	0.97	3	-8	2	1.1	11
12	O=c1cnn(-c2ccccc2)c(-c2ccccc2)c1	14	18	0.98	2	21	2	0.86	3
13	CCCCN(CCO)c1ncnc2sc(-c3ccccc3)cc12	8	1	1.1	-9	-16	4	0.92	-10
14	COc1ccc(C(=O)COC(=O)CN2C(=O)NC(C)(C)C2=O)cc1OC	-6	-2	0.99	1	4	-6	1.1	0
15	CC(Sc1nnc(N)s1)C(=O)NC1CCCCC1C (stereo not given)	-10	-6	0.98	2	3	-4	1.1	-19
16	Cc1ccc(-n2ncc3c(=O)[nH]c(SCC(=O)N4CC(=O)Nc5ccccc54)nc32)cc1	9	-11	1.1	-8	0	1	0.91	7
17	CN(Cc1ccc(F)cc1)C(=O)c1cccc(OCc2ccccc2)c1	6	-1	1	0	5	0	0.94	10
18	CCc1nc(SCc2ccc([N+](=O)[O-])cc2)n[nH]1	-1	-5	0.82	18	-1	-3	1	33
19	CC(=O)c1cccc(NC(=O)c2cccc(S(=O)(=O)N3CCOCC3)c2)c1	-25	-1	1.1	-7	-4	-3	1.2	15
20	CCCN(CC(=O)Nc1ccccc1C)C(=O)c1ccc(C)c(S(=O)(=O)N2CCCCC2)c1	0	0	1.1	-8	-3	1	0.99	-8
21	COc1ccc2[nH]c(=O)c(CN(Cc3nnnn3Cc3ccco3)C3CCCCC3)cc2c1	6	3	0.81	19	10	35	0.94	35
22	COc1ccc(C(=O)c2cnc3cc4c(cc3c2C)OCO4)cc1	-12	7	0.95	5	-16	-2	1.1	-2
23	CC1(C(=O)O)CCC(C(=O)Nc2ccccc2)C1(C)C (stereo not given)	-20	0	1	-4	-1	2	1.2	-15
24	O=C(NCCCc1ccccc1)C(=O)NCC1OCCN1S(=O)(=O)c1ccccc1 (stereo not given)	7	5	1.1	-8	-1	1	0.93	-11
25	Cc1ccc(OCC(=O)Nc2ccc(S(=O)(=O)N3CCCC3)cc2)cc1	19	0	0.99	1	-7	0	0.81	-3
26	CCCOC(=O)Nc1cc(OC)c(Cl)cc1OC	-9	-2	1	-1	-15	3	1.1	12
27	CSCC[C@H](NC(=O)[C@@H]1Cc2ccccc2CN1)C(=O)NC[C@H]1CC[C@H](C(=O)O)CC1	9	-5	0.94	6	-7	-2	0.91	-8
28	Cc1ccc(SCCSc2ncccn2)cc1	-17	8	1.1	-8	16	-2	1.2	-7
29	CCN(Cc1ccncc1)S(=O)(=O)c1ccc(C(C)=O)cc1	8	-4	0.93	7	-5	-1	0.92	29
30	COc1cccc(C(=O)NC2CCN(C(=O)N3CCCCC3)CC2)c1	1	-4	1.1	-7	-9	-4	0.99	-9

# Reprinted: nos. 1 to 2
no.	mol	hIAP block	HKDC1 inh	mIAP activ	mIAP inh	ATG4B inh	A3A deaminase	hIAP activ	PfGluPho inh
1	COCC(=O)N(Cc1nc2ccccc2c(=O)[nH]1)Cc1cccs1	4	-1	1.2	-17	-12	-1	0.96	5
2	Fc1ccc(Nc2nc(-c3cccnc3)cs2)cc1	-6	-2	1.1	-9	-5	5	1.1	13

# Later entries:
no.	mol	hIAP block	HKDC1 inh	mIAP activ	mIAP inh	ATG4B inh	A3A deaminase	hIAP activ	PfGluPho inh
31	Cc1ccc(C(C)C)c(OCC(=O)NN=C2CCCC2)c1	-5	0	0.95	5	-3	0	1.1	-12
32	CN(C(=O)C1CCOC1)c1nnc(-c2cccnc2)s1 (stereo not given)	7	-5	0.99	1	-3	-5	0.93	-2
33	CCCc1ccc(/C=C2\C(=O)c3ccccc3C(O)=C2C(=O)OCC)cc1	-36	nt	0.93	7	nt	-2	1.4	nt
34	CCOC(=O)N1CCN(Cc2nc(N)nc(Nc3ccc(OCC)cc3)n2)CC1	11	-7	0.94	6	2	-2	0.89	-13
35	COc1ccccc1OCc1cc(C(=O)NCCN2CCCC(O)C2)no1 (stereo not given)	-16	-5	1	0	12	1	1.2	-2
36	O=C(NNC(=O)c1ccccc1F)c1ccc(NS(=O)(=O)c2ccc(F)cc2)cc1	-21	-4	0.92	8	-1	-4	1.2	3
37	Cc1cc(C)c[n+](-c2nc3ccccc3nc2[N-]S(=O)(=O)c2cccs2)c1	-7	-8	0.99	1	-1	3	1.1	13
38	COc1ccc(N(CC(=O)N2CCC(C(N)=O)CC2)S(=O)(=O)c2ccccc2)cc1	1	0	0.99	1	0	-2	0.99	4
39	COc1cc(-c2nnc(COc3ccc(Cl)cc3C)o2)cc(OC)c1OC	5	-3	0.87	13	-17	0	0.95	9
40	O=C(COc1ccccc1)N1CCc2ccccc21	2	1	1.1	-12	-2	1	0.98	0
41	CCOc1ccccc1NC(=O)/C(C#N)=C/c1c(C)nn(-c2ccccc2)c1Cl	8	-6	1.1	-8	1	-4	0.92	7
42	COc1ccccc1C(=O)NC(CCSC)C(=O)NNC(=O)C(C)Oc1ccccc1F (stereo not given)	-26	-5	1	-4	-10	-2	1.3	-8
43	O=C(COC(=O)c1ccc(S(=O)(=O)N2CCCCC2)cc1)NCc1ccccc1	-25	-3	0.98	2	-3	-1	1.2	-19
44	COCCN(CCOC)C(=O)CC(=O)N(CCOC)CCOC	10	1	1	-4	3	-2	0.9	1
45	CN(C(=O)CN1C(=O)S/C(=C\c2ccc(Cl)cc2)C1=O)C1CCS(=O)(=O)C1 (stereo not given)	-28	-1	0.93	7	7	-7	1.3	-10
46	COc1ccc(S(=O)(=O)NN=C2CCCCC2)cc1	7	-3	0.94	6	14	-1	0.93	-7
47	O=S(=O)(c1ccc(-n2cnnn2)cc1)N1CCN(c2ccccc2F)CC1	2	-1	0.99	1	-4	-3	0.98	-14
48	COc1ccc(N2C(=O)CC(N3CCCCC3)C2=O)cc1 (stereo not given)	10	18	0.99	1	2	-4	0.9	-28
49	CCOC(=O)c1c(C)[nH]c(C(=O)OCC(=O)N2c3ccccc3CC2C)c1C (stereo not given)	31	4	1	0	-16	-2	0.69	9
50	CC(=O)c1ccc(NC(=O)c2ccc3c(c2)C(=O)N(c2ccccn2)C3=O)cc1	5	6	1.1	-11	3	4	0.95	-22
51	CCCc1cc(=O)oc2cc(OCC(=O)NCCCN3CCOCC3)ccc12	-21	-2	0.95	5	-1	-3	1.2	-3
52	O=C(CCC(=O)Nc1ccccc1Cl)NNC(=O)NC1CCCCC1	-9	1	0.86	14	18	0	1.1	-5
53	Cc1cccc(C(=O)N(CCc2ccccc2)Cc2ccccc2)c1[N+](=O)[O-]	6	0	0.92	8	12	-2	0.94	-6
54	Cc1ccc(NC(=O)Nc2ccc3c(c2)CCC3)cc1C	-8	2	1.5	-46	-4	0	1.1	3
55	CCn1c(SCc2nc3ccccc3c(=O)[nH]2)nnc1-c1ccncc1	-4	-4	1.1	-6	-6	1	1	20
56	COc1ccccc1NC(=O)Cc1nnc(SCC(=O)c2ccccc2)n1C	11	4	0.95	5	-1	0	0.89	8
57	Cn1c(=O)c2c(ncn2CC(=O)OCC(=O)NCc2ccc(Cl)cc2)n(C)c1=O	-4	-7	1.1	-7	-7	3	1	-26
58	Cc1ccc(C)c(NC(=O)NCc2ccccn2)c1	-15	-3	1.1	-8	5	4	1.2	-12
59	CN(C)CCC(=O)c1cccc(Br)c1	-8	-4	1	-3	-9	-4	1.1	21
60	CCOC(=O)C1=C(C)NC(C)=C(C(=O)OCC)C1C(=O)OCC(=O)N(CC)C1CCS(=O)(=O)C1 (stereo not given)	0	2	0.91	9	-5	-2	1	3

# Single entries from the results shown:
# no. 36 in PfGluPho inh has 3
# no. 35 in A3A deaminase has 1
# no. 46 in A3A deaminase has -1

# More compounds follow.
no.	mol	hIAP block	HKDC1 inh	mIAP activ	mIAP inh	ATG4B inh	A3A deaminase	hIAP activ	PfGluPho inh
61	Cc1sc2nc(SCC(=O)N(C)c3ccccc3)n(C)c(=O)c2c1C	-30	4	1	-2	-7	35	1.3	-10
62	Cc1nonc1OCCN1CCN(c2ccc([N+](=O)[O-])cc2)CC1	-2	-4	1	-2	-7	-4	1	-1
63	CCOc1cc(-c2noc(CCCC(=O)NC3CCCCC3)n2)ccc1OC	7	-2	1	-1	7	-1	0.93	-8
64	Cc1ccccc1NC(=O)N1CCN(S(=O)(=O)c2ccccc2)CC1	12	-7	1	-5	1	2	0.88	-2
65	CN(C)c1ccc(NS(=O)(=O)c2cc3c4c(c2)CC(=O)N4CCC3)cc1	22	8	0.95	5	1	0	0.78	30
66	Cn1cc(SCC(=O)N2CCCc3ccccc32)c2ccccc21	4	-2	0.86	14	7	1	0.96	60*
67	O=C(Nc1ccccc1O)c1cccc(S(=O)(=O)N2CCOCC2)c1	-2	-7	1	-4	2	-3	1	9
68	O=C(COC(=O)/C=C/c1cccc(Br)c1)Nc1cccc(S(=O)(=O)NC2=NCCC2)c1	3	0	0.9	10	-5	2	0.97	-13
69	CC(C)(O)C#Cc1ccccc1C(=O)NC(CC(N)=O)C(=O)O (stereo not given)	-3	3	0.9	10	0	-3	1	1
70	Cc1cc(N2CCN(C)CC2)nc2ccc(NC(=S)NCCN3CCc4ccccc4C3)cc12	-25	4	1.1	-7	-15	1	1.2	27
71	C=C1C[C@H](O[C@@H]2O[C@H](CO)[C@@H](O)[C@H](O)[C@H]2O)[C@@H]2[C@H](OC(=O)[C@H]2C)[C@H]2[C@H](C)[C@H](O)C[C@@H]12	15	-6	0.96	4	5	-4	0.85	-5
72	CCc1nnc(NC(=O)CSc2nnc(CNC(=O)c3ccc(OC)c(OC)c3)o2)s1	-7	-6	0.81	19	0	-3	1.1	-16
73	Cc1ccc(-n2ncc3c2CC(C)(C)CC3NC(=O)c2ccccn2)cc1 (stereo not given)	-20	0	0.96	4	16	-6	1.2	4
